Screening results from PubChem BioAssay.
Luc counter – Kinase-Glo luciferase inhibition (counter-screen); Q27757; Kinase-Glo luciferase, ATP luminescence, 8 min; Potency, µM (highest dose often 38.3 µM), for inactives: at the highest dose activity change, negative = inhibition, most hits filed as inhibitors; hit rate 0.28% among 200,000; note: % is set by controls: 0 for no effect and ±100 for the full control effect; nearly all actives have a fitted effect of over 60% in size
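Compounds were added to a substrate mix at pH 7.2 (50 mM imidazole, 10 uM ATP, within the enzyme's linear range), followed by Kinase-Glo detection reagent; luminescence was measured after 8 minutes at ambient temperature.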
IMPase Li cell – IMPase inhibition in cells with lithium potentiation. CHO-M1 cells, IP1 TR-FRET (IP-One), carbachol + lithium. Potency, µM (doses to about 59.4 µM), inactives show top-dose activity, negative = IMPase inhibition, usual class: inhibitors. hit rate 0.35% among 210,000. AID 1457;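 note: IP1 builds up when IMPase is blocked and the TR-FRET signal falls; plate controls were basal vehicle for no effect and high inhibitor control for full effect; nearly all actives have a fitted effect of over 50% in size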
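CHO cells stably expressing M1 receptor (2000/well, cultured 16–30 h) treated 30 min at 37C with compound plus low lithium. Cytosolic IP1 by TR-FRET (665/620 ratio and 620 channel) after 10 min lysis; AC50 by Hill fit.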
KDM4E inh – inhibitors of human JMJD2E histone demethylase; B2RXH2; Potency, µM (series often up to 57.1 µM), for the others: top-dose activity change, negative = inhibition, most hits filed as inhibitors; AID 2147; JMJD2E catalytic domain, FDH-coupled NADH fluorescence (FDH is formaldehyde dehydrogenase); hit rate 1.6% among 230,000; active = well fitted inhibition curve with a large enough effect, not every such curve was filed as active; inconclusive = small, poorly fitted or top-dose-only effect, or another doubt; inactive = no such curve, though single readings can be large or run the other way;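 note: 0% = wells with enzyme and -100% = buffer wells without enzyme; nearly all actives have a fitted effect of over 50% in size; many of its hits are not listed in these tables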
GoLoco inh red – RGS12 GoLoco-Gai1 interaction inhibition. P63096. Gai1:RGS12 GoLoco peptide FP, rhodamine, 10 min. AID 880. hit rate 0.44% among 230,000. Potency, µM (doses to about 61.6 µM), for inactives: at the top dose activity, negative = inhibition, actives largely listed as inhibitors; active = well fitted inhibition curve with a large enough effect, not every such curve was filed as active; inactive = no such curve, though single readings can be large or run the other way; note: % is set by controls: 0 for no effect and ±100 for the full control effect; nearly all actives have a fitted effect of over 30% in size; many of its hits are not listed in these tables
SMN2 splice up – enhancers of SMN2 splice variant expression; AID 1458; Potency, µM (series often up to 46.1 µM), inactives show at the top dose activity change, positive = activation, actives largely listed as activators; hit rate 2.8% among 210,000; HEK293 SMN2-luciferase splicing reporter, luminescence, 30-36 h; note: % of control where 0% means no effect; nearly all actives have a fitted effect of over 55% in size
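HEK293 cells carry an SMN2 […]–luciferase reporter in which exon 7 inclusion puts luciferase in frame. Cells were plated 10-12 h before compound addition, then incubated 30-36 h at 37C. ONE-Glo luminescence was read; sodium butyrate at 4.5 mM final served as control.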
Epigenetic derep – epigenetic control regulation, reporter derepression; hit rate 0.2% among 280,000; AID 1865; Potency, µM (doses to about 53.9 µM), for the others: at the top dose GFP activation, most hits filed as activators; murine LDR cells, GFP reporter derepression, 30 h; note: % of control where 0% means no effect; nearly all actives have a fitted effect of over 60% in size
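Murine LDR cells carrying a silenced, genomically integrated CMV-driven GFP reporter were exposed to compound for 30 hours at 37 C. After PBS washes, GFP-positive cells (20–120 um objects) were counted by laser-scanning microplate cytometry.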
NPSR antagonist – blocks cAMP signaling of the human neuropeptide S receptor; Q6W5P4; CHO-NPSR cells, cAMP TR-FRET, antagonist mode; Potency, µM (titrated, usually from 38.3 µM), inactives show top-dose activity change, negative = inhibition, usual class: inhibitors; hit rate 1% among 220,000; note: % is set by controls: 0 for no effect and ±100 for the full control effect; nearly all actives have a fitted effect of over 50% in size; many of its hits are not listed in these tables
Target sequence (Q6W5P4 whole entry, looked up): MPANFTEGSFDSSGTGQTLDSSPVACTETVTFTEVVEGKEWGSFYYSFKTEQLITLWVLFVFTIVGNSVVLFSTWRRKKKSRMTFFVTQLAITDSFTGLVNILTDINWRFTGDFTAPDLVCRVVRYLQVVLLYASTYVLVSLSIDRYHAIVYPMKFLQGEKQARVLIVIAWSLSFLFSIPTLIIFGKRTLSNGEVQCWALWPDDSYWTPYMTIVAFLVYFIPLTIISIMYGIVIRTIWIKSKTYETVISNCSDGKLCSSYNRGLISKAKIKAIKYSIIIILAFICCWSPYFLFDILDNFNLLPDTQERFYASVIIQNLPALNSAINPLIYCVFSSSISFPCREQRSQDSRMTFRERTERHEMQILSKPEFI
RECQ1 inh – RECQ1 (human) helicase inhibition; P46063; RECQ1 DNA unwinding, red fluorescence kinetic read; Potency, µM (doses to about 57.3 µM), without a hit: at the top dose activity, negative = inhibition, usual class: inhibitors; hit rate 0.54% among 240,000; AID 2549;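 note: plate controls were vehicle for no effect and no enzyme for full effect; nearly all actives have a fitted effect of over 30% in size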
Target sequence (P46063 whole entry, looked up): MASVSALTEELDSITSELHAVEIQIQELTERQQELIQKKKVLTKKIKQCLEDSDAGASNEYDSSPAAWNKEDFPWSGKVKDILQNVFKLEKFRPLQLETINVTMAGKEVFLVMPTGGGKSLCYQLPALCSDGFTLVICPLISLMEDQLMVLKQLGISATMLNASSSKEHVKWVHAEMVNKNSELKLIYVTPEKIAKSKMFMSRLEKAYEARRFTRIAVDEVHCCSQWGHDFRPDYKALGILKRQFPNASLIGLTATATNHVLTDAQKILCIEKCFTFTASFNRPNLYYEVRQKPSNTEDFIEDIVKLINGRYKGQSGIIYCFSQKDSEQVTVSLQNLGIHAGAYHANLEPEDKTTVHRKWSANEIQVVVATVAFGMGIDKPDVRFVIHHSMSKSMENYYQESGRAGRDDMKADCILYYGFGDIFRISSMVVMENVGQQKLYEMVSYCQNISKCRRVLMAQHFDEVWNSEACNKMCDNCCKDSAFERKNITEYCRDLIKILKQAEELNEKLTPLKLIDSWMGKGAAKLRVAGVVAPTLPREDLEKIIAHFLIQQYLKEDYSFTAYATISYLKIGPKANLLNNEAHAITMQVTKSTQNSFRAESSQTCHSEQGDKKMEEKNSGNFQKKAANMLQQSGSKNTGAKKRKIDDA
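50 nM RECQ1T1 preincubated 15 min with compound in Tris pH 8.0 buffer with MgCl2, DTT, Tween-20 and 2.5 ug/ml poly(dI-dC); started with 200 nM TAMRA/BHQ-2 forked duplex and 2 mM ATP. Unwinding read as fluorescence (525/598 nm), two reads 2 h apart.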
Active calls of the source: *; i = inactive; ? = inconclusive; nt = not tested or not shown; & = joins results of further samples; [ ] = dose if it differs, or a comment. Unless noted, calls come from the whole dose curve; as a rule, active = well fitted curve in the direction sought with a large enough effect; inconclusive = small, poorly fitted or top-dose-only effect, or another doubt; inactive = no such curve, though single readings can be large; an effect the other way counts as inactive or inconclusive. Potency is the fitted concentration of half-maximal effect. The list is partial. The share of hits here may be higher or lower than overall.

SMILES	Luc counter	IMPase Li cell	KDM4E inh	GoLoco inh red	SMN2 splice up	Epigenetic derep	NPSR antagonist	RECQ1 inh
C[C@]1(C(=O)NCc2cc(F)cc(C(F)(F)F)c2)C=C[C@@H](Cc2ccccc2)N1C(=O)c1ccccc1	-2.0%&-3.7%	6.7%&1.3%	2.2%&-22.8%	5.1%&5.6%	-15.4%&-9.3%	-2.9%&1.6%	-48.6%	-14.5%&0.2%
c1ccc(-n2nnnc2NC2CCCCCC2)cc1	7.0%	0.1%	4.1%	5.1%	nt	-2.2%	-12.7%[46.1 µM]	0.7%
Cc1nn(C)c(C(=O)Nc2ccc(Cn3cccn3)cc2)c1[N+](=O)[O-]	-1.7%	21.7%[38.3 µM]	-3.3%	12.1%	1.8%	-1.0%	0.8%[46.1 µM]	19.1%
CS(=O)(=O)c1nc2ccccc2n1Cc1ccccc1	-4.2%	-0.7%[38.3 µM]	-2.5%	0.7%	-21.3%	0.0%	-8.3%[46.1 µM]	3.5%
O=C1/C(=C/c2ccncc2)SC(=S)N1Cc1ccccc1	nt	nt	-25.9%	8.1%	nt	15.8µM*	0.7%[7.67 µM]	i
O=C(COC(=O)c1cncc(Br)c1)NC1CCCCC1	-1.3%	4.7%	3.5%	9.3%	?	-3.4%	3.4%	0.5%
Cn1nc(C(=O)NCCc2ccc(S(N)(=O)=O)cc2)c2ccccc2c1=O	nt	nt	0.5%	-7.7%	nt	1.1%	-17.2%	9.9%
Cc1ccc(NC(=S)N2CCN(c3ncccn3)CC2)c(C)c1	nt	nt	10.8%	nt	nt	0.1%	7.0%[46.1 µM]	-0.9%
COC(=O)c1ccc(C(=O)OC)c(NS(=O)(=O)c2ccc(NC(C)=O)cc2)c1	-1.4%	3.0%[38.3 µM]	?	9.0%	-6.2%	-1.4%	1.2%[46.1 µM]	-11.1%
COc1ccc(NC(=O)COC(=O)c2ccc(OCc3ccc(Cl)cc3Cl)c(OC)c2)c(OC)c1	nt	nt	6.5%	nt	nt	3.4%	13.1%[46.1 µM]	-9.2%

The final 5 records of the section above are carried over, then new ones follow.
SMILES	Luc counter	IMPase Li cell	KDM4E inh	GoLoco inh red	SMN2 splice up	Epigenetic derep	NPSR antagonist	RECQ1 inh
O=C(COC(=O)c1cncc(Br)c1)NC1CCCCC1	-1.3%	4.7%	3.5%	9.3%	?	-3.4%	3.4%	0.5%
Cn1nc(C(=O)NCCc2ccc(S(N)(=O)=O)cc2)c2ccccc2c1=O	nt	nt	0.5%	-7.7%	nt	1.1%	-17.2%	9.9%
Cc1ccc(NC(=S)N2CCN(c3ncccn3)CC2)c(C)c1	nt	nt	10.8%	nt	nt	0.1%	7.0%[46.1 µM]	-0.9%
COC(=O)c1ccc(C(=O)OC)c(NS(=O)(=O)c2ccc(NC(C)=O)cc2)c1	-1.4%	3.0%[38.3 µM]	?	9.0%	-6.2%	-1.4%	1.2%[46.1 µM]	-11.1%
COc1ccc(NC(=O)COC(=O)c2ccc(OCc3ccc(Cl)cc3Cl)c(OC)c2)c(OC)c1	nt	nt	6.5%	nt	nt	3.4%	13.1%[46.1 µM]	-9.2%
CCN1CCN(C(=S)Nc2ccc(Cl)c(Cl)c2)CC1	2.6%	4.7%	5.4%	-5.1%	-12.8%	-0.3%	1.9%	i
COC(=O)c1ccccc1NC(=O)Nc1cc(C)ccn1	?	0.8%	?	6.5%	-9.3%	?	11.8%	i
CC(C)n1nnc2cc(C(=O)O)ccc21	-1.2%[39.9 µM]	5.4%	nt	-6.1%	nt	-8.4%	nt	4.3%
Cc1ccc(S(=O)(=O)NNC(=O)c2ccncc2)cc1	1.1%	-3.9%	4.6%	9.1%	9.6%	-1.1%	13.4%	-5.2%
O=S(=O)(Cc1ccccc1)Cc1cnc(Cl)s1	1.0%	-6.0%	17.4%	-5.8%	8.0%	0.0%	7.0%	i
O=C1C2CC=CCC2C(=O)N1c1ccc(NCCc2ccc(O)cc2)c([N+](=O)[O-])c1 (stereo not given)	3.3%	16.0%	-4.6%	-0.8%	-41.3%[inhibitor]	3.0%	-13.1%	-16.6%
CCOc1ccccc1NC(=O)c1ccc(-n2cncn2)nc1	2.8%	6.5%	?	9.4%	-2.2%	-0.6%[10.1 µM]	-0.6%	i
CCC(=O)Nc1c(C(=O)N2CCCCCC2)cnn1-c1ccc(C)c(C)c1	1.1%	2.9%[38.3 µM]	1.9%	6.5%	7.6%	-1.1%	-4.6%[46.1 µM]	i
CCOc1cc(/C=N/NC(=O)Nc2ccccc2)ccc1O	-4.4%	9.1%	0.7%	2.8%	nt	0.1%	16.7%	-8.7%
Cc1oc(=O)c(NC(=O)c2ccccc2)cc1C(C)O (stereo not given)	-11.9%	-4.8%	-12.9%	2.8%	nt	-0.5%	3.6%	-4.5%
N#Cc1cc(-c2ccccc2)c[nH]c1=O	2.2%	-1.4%[38.3 µM]	?	-9.9%	1.1%	-1.4%	-15.1%[46.1 µM]	-12.3%
CCOC(=O)c1ccc2c(c1)nc(SCC(=O)N1CCOCC1)n2CC	-0.8%	2.1%	-3.6%	14.6%	12.3%	1.1%	3.6%	i
CCCCCCCOC(=O)C[N+](C)(C)CCOC1CC2CCC1(C)C2(C)C (stereo not given)	2.1%	5.0%	-12.7%	4.4%	-21.7%	1.3%	?	-3.4%
CCOc1cc(C(=O)NCc2ccccc2)ccc1OCC(=O)N1CCOCC1	0.0%	7.8%	12.5%	-2.9%	0.1%	-1.9%	12.2%	-4.7%
Cc1ccc(S(=O)(=O)N2CCN(c3ccc4nnc(-c5ccccc5)n4n3)CC2)cc1	-3.0%	3.3%[38.3 µM]	6.7%	4.3%	-10.0%	0.8%	24.0%[46.1 µM]	-8.6%
O=C(Nc1ccc(S(=O)(=O)NCc2ccccc2)cc1)c1ccc(Br)o1	-1.9%	11.4%	-4.8%	5.7%	-72.3%[inhibitor]	-1.3%	-13.2%[46.1 µM]	i
O=C(Nc1ccc(NC(=O)C2CCCCC2)nc1)c1ccccn1	-29.6%	9.0%	1.1%	15.4%	22.4µM*	-1.9%	-0.5%	6.6%
CCN(CC)S(=O)(=O)c1ccc(Cl)c(C(=O)NC)c1	-2.7%	-1.9%[38.3 µM]	-2.4%	7.4%	-5.8%	3.5%	-11.2%[46.1 µM]	-9.2%
COc1ccccc1NC(=O)Nc1ccc2[nH]c(=O)[nH]c2c1	-0.8%	1.9%	17.9%	6.2%	11.0%	1.1%	4.6%	i
Cc1ccccc1C(=O)c1cccn1CC(=O)NCCN1CCN(c2cccc(C)c2C)CC1	-5.2%	16.9%[38.3 µM]	2.2%	6.6%	-27.8%	1.0%	?	-3.1%
O=C1C2[C@@H](c3ccccc3)N[C@@H](c3ccccc3)C1[C@H](c1ccccc1)N[C@H]2c1ccccc1	0.3%[7.66 µM]	-6.6%	nt	6.2%[14.2 µM]	0.4%[9.22 µM]	nt	nt	nt
O=C(NCc1ccccc1Cl)c1cnn2cccnc12	1.4%	13.4%[38.3 µM]	?	0.1%	15.0%	-1.0%	-3.8%[46.1 µM]	6.7%
NC(=O)NC(c1ccccc1)c1ccccc1	-1.9%	21.2%[38.3 µM]	-8.1%	5.4%	-3.7%	-3.2%	-8.6%[46.1 µM]	-11.3%
CCN(CC)S(=O)(=O)c1cccc(C(=O)Nc2cc(C)cc(C)c2)c1	-1.6%	5.9%[38.3 µM]	-0.4%	3.3%	2.6%	-1.1%	-27.2%[46.1 µM]	-9.7%
COc1ccc(CNC(=O)CN2C(=O)NC3(CCCCCC3)C2=O)cc1OC	1.3%	1.9%	-1.2%	11.3%	4.2%	-7.4%	9.3%	i
COC(=O)CC(NC(=O)Nc1ccc(C)cc1)c1cccc([N+](=O)[O-])c1 (stereo not given)	4.3%	-3.2%	6.1%	-8.0%	-7.1%	-1.9%[10.1 µM]	-3.6%	i
O=C(/C=C/c1ccc(Cl)cc1)Nc1ccc(Br)cn1	-1.3%	3.2%	0.1%	3.9%	8.1%	-0.1%	-3.3%	i
O=C(Nc1ccc2c(c1)OCCO2)c1cc2sccc2n1Cc1ccccc1	0.6%	13.2%[38.3 µM]	?	-0.9%	9.8%	-1.7%	?	-13.0%
CCOc1nc(Nc2ccc(OC)cc2)nc(OCC)n1	19.7%	18.9%[38.3 µM]	-6.4%	5.1%	-9.5%	0.0%	8.0%[46.1 µM]	i
CCCn1c(CNc2ccccc2O)nc2ccccc21	2.7%	11.1%[38.3 µM]	14.1µM*	4.8%	?	-1.0%	-13.3%[46.1 µM]	-2.6%
CC(C)OP(=O)(OC(C)C)C(NC(=O)c1ccccc1)C(N)=O (stereo not given)	nt	nt	2.7%	0.6%	nt	-0.3%	-7.5%[7.67 µM]	-1.1%
Cc1ccn2cc(C(=O)Nc3ccc4c(c3)OCCO4)nc2c1	-7.9%	2.7%[38.3 µM]	-8.1%	8.1%	?	-1.0%	-13.1%[46.1 µM]	i
CCOc1ccc(Cc2noc3c2C(=O)CC(C)(C)C3)cc1OCC	8.3%	15.1%	8.3%	-4.6%	-41.2%[inhibitor]	-2.2%	-13.8%	-2.8%
c1ccc(-c2ccnc3nc(N4CCN(c5ccccc5)CC4)nn23)cc1	2.1%	-0.9%[38.3 µM]	-6.4%	-8.0%	-23.3%	-1.6%	-13.8%[46.1 µM]	-15.0%
CCN1/C(=C2\C(=O)N(c3ccccc3)N=C2C)C=Cc2cc(C)ccc21	0.3%	2.0%	-8.4%	3.55µM*	-9.0%	-2.2%	-12.8%	i
O=C(Nc1c2c(nc3ccccc13)CCCC2)c1ccccc1Br	1.6%	1.4%	3.1%	4.6%	0.3%	?	-20.1%	i
Cc1ccsc1C(=O)N1CCC(CO)(Cc2ccccc2)CC1	-1.3%	-2.2%	8.1%	10.2%	nt	0.0%	-9.8%	-6.1%
O=C(NC1(C(F)(F)F)NC(=O)N(CCc2ccccc2)C1=O)C1CC1 (stereo not given)	13.5%	0.6%	-4.0%	2.6%	12.7%	1.1%	17.6%	-4.3%
